GPR7 antag = GPR7 receptor antagonists, primary screen, cell-based, fluorescence, single concentration | Neuropeptides B/W receptor type 1 (Homo sapiens), P48145 | GPR7-expressing cells, fluorescence antagonist assay | inhibition, % at 4.4 µM | actives 1.1% (n = 290,000) | AID 1861, 2009; in the data active = inhibition above about 16%, passing the limit was not always enough;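 note: cells stimulated with the agonist NPW; 0% = agonist with vehicle and 100% = vehicle without agonist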
Target sequence (P48145 whole entry, looked up): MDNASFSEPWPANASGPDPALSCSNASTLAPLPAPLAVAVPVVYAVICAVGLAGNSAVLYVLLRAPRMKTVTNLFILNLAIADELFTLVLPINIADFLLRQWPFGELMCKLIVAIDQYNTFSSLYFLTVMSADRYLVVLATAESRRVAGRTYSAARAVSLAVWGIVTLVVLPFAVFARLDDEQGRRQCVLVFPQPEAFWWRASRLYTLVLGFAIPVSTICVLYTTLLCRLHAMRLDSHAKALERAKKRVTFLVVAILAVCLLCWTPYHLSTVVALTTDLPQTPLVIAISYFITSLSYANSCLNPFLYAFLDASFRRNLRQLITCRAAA
MEKK2 WT-MEK5 = modulators of MEK5 binding to wildtype MEKK2, primary screen, biochemical, multiplex bead flow cytometry, Alexa488-MEK5; Mitogen-activated protein kinase kinase kinase 2 (Homo sapiens), Q9Y2U5; Alexa488-MEK5 binding to MEKK2 WT; actives lie on both sides; binding response (% of control), % at 10 µM; actives 1.1% (n = 290,000); AID 1531, 2009; in the data active = binding response below about 67% or above about 130%
NALP1 inh = NALP1 inflammasome inhibitors in reconstituted yeast, colorimetric, S. cerevisiae, triplicate retest. actives 0.61% (n = 280,000). inhibition, % at 10 µM. AID 2071, 2009. S. cerevisiae NALP1/ASC/caspase-1 growth, X-gal OD620, 72 h; in the data active = inhibition mostly above about 24%, no sharp cut-off; inactive = mostly below about 32%; note: some compounds called inactive have numbers as strong as hits
PHOSPHO1 inh = PubChem AID 1565; actives 1.1% (n = 290,000); Phosphoethanolamine/phosphocholine phosphatase (Homo sapiens), Q8TCT1; inhibition, % at 13.3 µM; recombinant PHOSPHO1, absorbance phosphatase assay; in the data active = inhibition above about 60%
Target sequence (Q8TCT1 whole entry, looked up): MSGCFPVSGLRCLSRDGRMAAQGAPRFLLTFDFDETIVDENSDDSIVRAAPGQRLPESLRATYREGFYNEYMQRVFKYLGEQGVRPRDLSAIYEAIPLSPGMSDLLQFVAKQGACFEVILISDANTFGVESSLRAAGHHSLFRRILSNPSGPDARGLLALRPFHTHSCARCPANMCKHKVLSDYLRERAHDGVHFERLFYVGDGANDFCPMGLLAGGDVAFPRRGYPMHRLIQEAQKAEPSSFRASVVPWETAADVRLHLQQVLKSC
GalR3 antag = GalR3 antagonists in HEK293 cells, primary screen, cell-based, fluorescence readout. Galanin receptor type 3 (Homo sapiens), O60755. HEK293 GalR3-CNG cAMP membrane potential fluorescence; galR3 body fused to GalR1 C-terminus. inhibition, % at 3 µM. actives 0.44% (n = 360,000). AID 651719, 2012;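 active = inhibition above the screen-wide average plus 3 SD, cut at about 13% in these data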;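 note: forskolin and galanin both at EC90 stimulate the cells; cAMP rise reported by CNG channel membrane potential dye signal; 0% = forskolin plus galanin with DMSO and 100% = forskolin alone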
V1R ag counter = agonists of human V1a receptor, primary screen, counter-screen for OXTR agonist project, fluorescence, CHO-V1R cells. Vasopressin V1a receptor (Homo sapiens), P37288. Fluo-8 calcium fluorescence, agonist mode; 0% DMSO, 100% 3 nM vasopressin. actives 0.25% (n = 320,000). activation, % at 3 µM;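 active = activation above the mean activation of all tested compounds plus 3 SD, per screening run, cut at about 20% in these data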;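 note: signal is peak over basal fluorescence ratio across a 100 second FLIPR read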
Target sequence (P37288 whole entry, looked up): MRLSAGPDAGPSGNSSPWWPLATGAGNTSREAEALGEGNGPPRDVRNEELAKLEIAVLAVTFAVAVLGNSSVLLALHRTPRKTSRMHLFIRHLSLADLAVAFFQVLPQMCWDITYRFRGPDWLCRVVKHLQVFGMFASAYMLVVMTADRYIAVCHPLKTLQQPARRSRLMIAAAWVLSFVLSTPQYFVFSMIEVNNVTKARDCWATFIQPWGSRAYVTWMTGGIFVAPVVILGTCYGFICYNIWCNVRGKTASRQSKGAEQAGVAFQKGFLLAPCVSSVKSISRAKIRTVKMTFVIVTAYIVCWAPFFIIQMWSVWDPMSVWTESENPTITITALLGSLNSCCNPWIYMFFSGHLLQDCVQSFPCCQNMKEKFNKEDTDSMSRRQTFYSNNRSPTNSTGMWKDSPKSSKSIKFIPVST
OXTR agonist = human OXTR agonists, primary screen, fluorescence, CHO-OTR cells, Fluo-8 calcium; Fluo-8 calcium fluorescence; normalized: DMSO 0%, oxytocin 100%; activation, % at 3 µM; actives 0.32% (n = 320,000);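 active = activation above the mean of all tested compounds plus 3 SD, cutoff set per screening run, cut at about 20% in these data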;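 note: peak over basal fluorescence ratio from a 100 s FLIPR kinetic read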
MEKK3 PB1 HTS = modulators of MEKK3-MEK5 PB1 binding, primary screen, biochemical, wildtype MEKK3, multiplex bead flow cytometry, Alexa488-MEK5; Mitogen-activated protein kinase kinase kinase 3 (Homo sapiens), Q99759; bead-based flow cytometry, Alexa488-MEK5 binding to MEKK3; actives lie on both sides; 0 = blocked by unlabeled MEK5, 100 = vehicle; binding response (% of control), % at 10 µM; actives 1.4% (n = 290,000);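 active = binding response more than 3 SD above or below the average of its plate-row segment, actives on both sides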;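 note: Alexa488 bead fluorescence after subtracting the streptavidin-only scavenger bead signal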
MEKK2 mut-MEK5 = MEK5 binding signal on mutant MEKK2 PB1, primary screen, biochemical, multiplex bead flow cytometry, Alexa488-MEK5. percent response, % at 10 µM. Alexa488-MEK5 binding to MEKK2 mutant. actives 0.35% (n = 290,000). AID 1530, 2009; in the data active = percent response above about 24%, passing the limit was not always enough; note: inactives centre near 1; some results filed as inactive read as strong as hits; reference of the scale not given here
An asterisk follows results filed as active; x = no result given; & = joins results of further samples; [ ] = remark or other dose.

SMILES	GPR7 antag	MEKK2 WT-MEK5	NALP1 inh	PHOSPHO1 inh	GalR3 antag	V1R ag counter	OXTR agonist	MEKK3 PB1 HTS	MEKK2 mut-MEK5
O=C(N/N=C/c1ccncc1)c1cc(-c2ccc(Br)s2)[nH]n1	-4	100	8	19	-7	1.3	1.2	97	7
COc1cc2c(C(=O)N3CCN(c4cccc(Cl)c4)CC3)cn(C)c(=O)c2cc1OC	-4	99	1	2	-6	-0.3	-0.7	96	-5
O=C(CN1C(=O)CSC1=O)Nc1ccc(C(=O)O)cc1	5	101	6	-4	-5	0.7	0.2	104	8
Cc1cccc(NC(=O)CCC(=O)N/N=C/c2ccc(O)cc2O)c1	-1	108	-22	51	-2	-0.8	-1.2	106	7
COc1cc2c(cc1OC)CN(C(=O)C(C)(C)C)CC2	8	107	-20	3	-4	1.0	0.8	104	5
COc1ccc(Cl)cc1NC(=O)c1cc(-c2ccccc2)on1	-8	94	18	29	-8	1.2	0.6	92	4
CC1(C)O[C@@H]2[C@@H](CO[C@@]3(COS(N)(=O)=O)OC(C)(C)O[C@@H]23)O1	-14	113&96	2	32	x	0.9	-0.1	113&102	4&-1
CC(=O)NC(CCS(C)(=O)=O)C(=O)Nc1ccc(Oc2ccccc2)cc1 (configuration not stated)	-11	99	-5	17	x	-0.3	-0.7	103	8
COC(=O)C(C)N(C#N)c1nc(C)cc(C)n1 (configuration not stated)	-5	117	6	32	-2	1.5	-0.2	131*	7
COc1cc(CC(C#N)(CO)c2nc3ccccc3[nH]2)ccc1OC(F)F (configuration not stated)	-5	87	26	9	-1	2.7	0.8	90	-3

A draw from above in order of SMILES length, descending:
SMILES	GPR7 antag	MEKK2 WT-MEK5	NALP1 inh	PHOSPHO1 inh	GalR3 antag	V1R ag counter	OXTR agonist	MEKK3 PB1 HTS	MEKK2 mut-MEK5
CC1(C)O[C@@H]2[C@@H](CO[C@@]3(COS(N)(=O)=O)OC(C)(C)O[C@@H]23)O1	-14	113&96	2	32	x	0.9	-0.1	113&102	4&-1
COc1ccc(Cl)cc1NC(=O)c1cc(-c2ccccc2)on1	-8	94	18	29	-8	1.2	0.6	92	4
COC(=O)C(C)N(C#N)c1nc(C)cc(C)n1 (configuration not stated)	-5	117	6	32	-2	1.5	-0.2	131*	7

The list continues:
SMILES	GPR7 antag	MEKK2 WT-MEK5	NALP1 inh	PHOSPHO1 inh	GalR3 antag	V1R ag counter	OXTR agonist	MEKK3 PB1 HTS	MEKK2 mut-MEK5
Cc1ccc2c(c1)N(CC(=O)NCC1CCCO1)C(=O)C(C(C)C)O2 (configuration not stated)	-2	97	-6	46	-10	-0.2	0.7	102	-2
Cc1ccccc1CN1CCNC(=O)C1CC(=O)NCCN1CCCCC1=O (configuration not stated)	-14	110	-3	38	-1	1.0	1.1	103	6
COc1ccc(N2CCN(CCCNS(=O)(=O)c3ccc4c(c3)oc(=O)n4C)CC2)cc1	-8	117	10	20	x	1.5	1.1	103	19
COc1cc(/C=C/C(=O)N(C)c2ccccc2C(=O)O)cc(OC)c1OC	-4	100	-9	16	-1	0.4	-0.3	99	0
S=c1nc(-c2ccco2)[nH][nH]1	2	96	-6	98*	-3	0.8	0.4	89	-2
COc1ccc(OC)c(C(c2nnnn2Cc2ccccc2)N2CCC(C(N)=O)CC2)c1 (configuration not stated)	-4	103	10	26	4	1.4	1.5	102	5
COc1ccc(C(=O)Nc2ccc(S(=O)(=O)Nc3cnc4ccccc4n3)cc2)cc1	-20	112	14	19	-1	0.1	-0.3	104	3
COc1ccc2c(c1)C(=NNc1ccc(C(=O)O)cc1)c1cc(OC)ccc1-2	-35	99	20	10	-10	5.5	2.4	104	3
COC(=O)c1sc(S(=O)(=O)NCCC(=O)O)c(C(=O)OC)c1C	-4	112	3	32	-3	0.8	0.2	106	0
CCS(=O)(=O)CCSC1OC(COC(C)=O)C(OC(C)=O)C(OC(C)=O)C1OC(C)=O (configuration not stated)	-8	94	3	45	-2	1.1	0.4	94	-5
CC1CN(C(=O)CCCN2C(=O)c3ccccc3C2=O)CC(C)O1 (configuration not stated)	-18	107	13	24	-4	x	x	106	3
CC(C)n1c(SCC(=O)N2c3ccccc3Sc3ccccc32)nc2c1c(=O)n(C)c(=O)n2C	-14	-3.0*[inhibitor]	6	-11	-1	x	x	1.0*[inhibitor]	-21
Cc1nn(-c2ccccc2)nc1CNC(=O)C(C)Cc1ccccc1 (configuration not stated)	-6	98	26	1	-7	-1.6	-1.0	96	2
COc1ccc(Cn2nnc(C(=O)Nc3ccc(F)cc3)c2N)cc1	34	106	1	6	1	5.8	2.6	102	5
Cn1ccc(C(=O)OCC(=O)Nc2ccccc2Cl)n1	-4	101	14	31	-1	x	x	98	3
COC(=O)c1ccc2c(c1)NC(=O)C1CCCN21 (configuration not stated)	x	98	x	x	x	-1.1	-2.1	100	1
CC(=O)Nc1nc(SCCCc2ccccc2)n[nH]1	26	101	-28	14	-4	0.9	0.3	99	8
CCOC(=O)c1c(C)nc2ccccn12	11	99	16	-2	-4	0.1	0.8	98	2
CC(=O)c1ccc(NC(=O)Nc2sc(NS(=O)(=O)c3ccccc3)nc2C)cc1	0	94	-4	9	-11	0.6	0.9	96	-9
Cc1cccc2sc(NC(=O)CN(C)S(=O)(=O)c3ccc(Br)s3)nc12	-2	90	10	10	0	2.2	3.0	80	-13
Fc1cccc(NCCc2c[nH]c3ccccc23)n1	18	104	13	x	-2	1.6	1.4	105	4
O=C(O)c1ccc(CS(=O)(=O)c2cccc(C(F)(F)F)c2)o1	0	98	3	-8	-3	-0.1	1.0	101	5
CC(=NC1CC1)c1c(-c2ccccc2)[nH]n(-c2nc3ccccc3s2)c1=O	-4	98	13	1	0	-0.8	-0.1	103	3
CC(C)(C)n1nnnc1C(c1ccc(Cl)cc1)N(Cc1cccnc1)Cc1ccco1 (configuration not stated)	-4	97	1	-21	-6	-1.3	-2.2	94	-2
O=C(c1c[nH]c2ccccc12)C(Cl)c1ccccc1 (configuration not stated)	15	106	45*	16	-12	1.5	-0.2	105	2
CC(C)Cc1ccc(C(C)C(N)=NCCc2ccccc2)cc1 (configuration not stated)	52*	119	15	1	-9	x	x	104	5
CC(=O)NC(CCS(C)(=O)=O)C(=O)Nc1ccc2c(c1)OCCO2 (configuration not stated)	-10	108	11	7	-7	0.9	1.1	103	7
COc1ccc2cc3c(N)nn(C(=O)Cc4c[nH]c5ccccc45)c3nc2c1	7	93	x	37	-4	0.5	-0.8	100	5
CC(=O)Nc1nc2c(F)cccc2s1	-6	94	x	x	x	0.1	0.4	94	0
Cc1ccc(NC(=O)Nc2cccc(F)c2)nc1	-22	102	11	-1	-6	x	x	103	2
Cn1nc(C(=O)NCc2cccc(Cl)c2)c2c1-c1ccccc1S(=O)(=O)C2	-7	96	18	11	-5	8.1	5.6	97	-2
COc1cccc(C=O)c1OCCN1C(=O)c2ccccc2C1=O	-18	102	21	3	-7	x	x	103	2
Cc1nnc(SCc2ccc(Cl)cc2Cl)[nH]c1=O	-9	97	36	10	-2	-0.4	1.1	104	-3
COc1ccccc1N1CCN(C(=O)c2ccc(NS(=O)(=O)c3ccc(C)cc3)cc2)CC1	-5	98	12	4	-7	9.8	10	97	-4
O=C(O)C1C2C=CC(C2)C1C(=O)NCc1cccs1 (configuration not stated)	-6	99	8	32	-5	0.1	0.2	100	-1
CNC(=S)N/N=C/c1c(C)nn(-c2ccccc2)c1Cl	8	108	32	36	-4	0.7	-0.3	104	3
Cc1nc2cc(-c3ccc(F)cc3)[nH]n2c(=O)c1C	2	98	11	14	-11	2.2	1.0	99	4
NC(=O)NNC1=Nc2cccc3cccc1c23	1	98	-4	-51	-1	-0.2	0.8	103	1
Cc1cccc(/C=N/c2sc3c(c2C(=O)OC(C)(C)C)CCN(C)C3)c1O	-8	141*	40	2	-12	0.4	0.9	112	42
N#Cc1ccc(Oc2cccc(C(=O)O)c2)cc1C#N	-5	101	20	-2	-2	-0.2	0.1	94	0
COC(=O)C1CCN(C2=C(NS(=O)(=O)c3ccc(Cl)cc3)C(=O)c3ccccc3C2=O)CC1	12	66	x	27	1	-1.7	-0.2	58	-30
CC1(C)CC(CCNC(=O)c2ccc(-n3cnnn3)cc2)CC(C)(C)N1	1	100	10	2	-3	0.7	0.2	99	5
O=C(O)CCn1nnc(-c2cccs2)n1	4	97	16	30	-6	0.5	0.0	101	2
Nc1c(C(=O)Nc2ccccc2F)sc2nc(-c3ccco3)ccc12	11	100	-6	38	-4	-0.3	1.1	102	4
OC(COc1cccc2ccccc12)CN1CCN(c2ccccc2)CC1 (configuration not stated)	3	111	6	16	-11	5.4	4.9	103	5
O=C1C2CCCN2C(c2ccc(F)cc2)N1c1nccs1 (configuration not stated)	0	102	12	10	-5	-0.2	0.9	97	-2
COC(=O)c1ccc(C(=O)OC)c(NC(=O)CN2CCN(c3ccc(OC)cc3)CC2)c1	8	106	10	14	-2	0.1	-1.2	99	5
O=[N+]([O-])c1cc(S(=O)(=O)NC2=NCCCCC2)ccc1NCC1CCCCC1	-3	101	8	-5	-5	3.4	1.4	103	3
COc1cc(CNCc2ccc(Br)cc2)cc(OC)c1	10	110	22	10	-13	10	9.9	99	11

Entries above marked active in NALP1 inh:
Structure	GPR7 antag	MEKK2 WT-MEK5	NALP1 inh	PHOSPHO1 inh	GalR3 antag	MEKK3 PB1 HTS	MEKK2 mut-MEK5
O=C(c1c[nH]c2ccccc12)C(Cl)c1ccccc1 (configuration not stated)	15	106	45*	16	-12	105	2

Gathered by group, those above containing a furan ring, fused or not
SMILES	GPR7 antag	MEKK2 WT-MEK5	NALP1 inh	PHOSPHO1 inh	GalR3 antag	V1R ag counter	OXTR agonist	MEKK3 PB1 HTS	MEKK2 mut-MEK5
S=c1nc(-c2ccco2)[nH][nH]1	2	96	-6	98*	-3	0.8	0.4	89	-2
O=C(O)c1ccc(CS(=O)(=O)c2cccc(C(F)(F)F)c2)o1	0	98	3	-8	-3	-0.1	1.0	101	5
CC(C)(C)n1nnnc1C(c1ccc(Cl)cc1)N(Cc1cccnc1)Cc1ccco1 (configuration not stated)	-4	97	1	-21	-6	-1.3	-2.2	94	-2
Nc1c(C(=O)Nc2ccccc2F)sc2nc(-c3ccco3)ccc12	11	100	-6	38	-4	-0.3	1.1	102	4
